Mtb UGM inh: M. tuberculosis UGM enzyme inhibitors, primary screen, biochemical, fluorescence polarization, single point | UDP-galactopyranose mutase (Mycobacterium tuberculosis (strain ATCC 25618 / H37Rv)), … | purified UGM, fluorescence polarization probe displacement | inhibition, % at 10 µM | 320,000 tested, 0.06% active; in the data active means inhibition above about 10%, passing the limit was not always enough; inconclusive means no clear call, values can overlap the other calls
Mtb BioA inh: M. tuberculosis BioA enzyme inhibitors, primary screen, biochemical, plate reader, single point, HTS | inhibition, % at 9.99 µM | 360,000 tested, 0.096% active | purified M. tuberculosis BioA enzyme | 7,8-diaminopelargonic acid synthase BioA (Mycobacterium tuberculosis) | AID 602481, 2012; in the data active means inhibition above about 40%; inconclusive means no clear call, values can overlap the other calls
DUSP3 inh: VHR1 phosphatase inhibitors, primary screen, biochemical, absorbance, uHTS; Dual specificity protein phosphatase 3 (Homo sapiens), P51452; recombinant VHR phosphatase, pNPP absorbance; inhibition, % at 13.3 µM; 290,000 tested, 0.52% active; AID 1654, 2009; in the data active means inhibition above about 50%; further: some compounds called inactive have numbers as strong as hits
Target sequence (P51452 whole entry, looked up): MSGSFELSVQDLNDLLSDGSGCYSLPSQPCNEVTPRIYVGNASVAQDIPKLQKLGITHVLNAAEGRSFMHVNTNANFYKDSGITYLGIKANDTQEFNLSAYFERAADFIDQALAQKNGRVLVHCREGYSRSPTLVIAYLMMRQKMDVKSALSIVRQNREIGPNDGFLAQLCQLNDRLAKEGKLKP
Rv3671c inh: Rv3671c serine protease inhibitors, primary screen, biochemical, fluorescence polarization, M. tuberculosis H37Rv; inhibition, % at 5.96 µM; 320,000 tested, 0.048% active; AID 2606, 2010; in the data active means inhibition above about 38%;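 further: extracellular domain of Rv3671c used as enzyme; 0% = enzyme with DMSO and 100% = no enzyme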
Target sequence (P9WHR9 whole entry, looked up, the tested form may be a part): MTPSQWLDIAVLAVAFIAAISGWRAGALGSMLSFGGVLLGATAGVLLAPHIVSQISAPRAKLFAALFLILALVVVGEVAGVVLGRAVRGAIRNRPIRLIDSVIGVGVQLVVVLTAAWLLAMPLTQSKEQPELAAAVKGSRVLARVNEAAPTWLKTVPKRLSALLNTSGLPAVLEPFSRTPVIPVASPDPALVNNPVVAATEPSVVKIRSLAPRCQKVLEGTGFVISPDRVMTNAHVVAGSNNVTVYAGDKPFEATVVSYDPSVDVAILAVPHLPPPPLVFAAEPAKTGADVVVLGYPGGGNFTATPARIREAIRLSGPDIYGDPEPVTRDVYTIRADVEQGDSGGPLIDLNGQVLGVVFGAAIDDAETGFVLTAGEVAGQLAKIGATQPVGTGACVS
FadD28 FP inh: inhibitors of FadD28 bisubstrate probe binding, primary screen, biochemical, fluorescence polarization, single point; inhibition, % at 12.5 µM; AID 588549, 2011; Mycobacterium tuberculosis FadD28 fatty-acid-AMP ligase; 360,000 tested, 0.22% active; in the data active means inhibition above about 8.5%, passing the limit was not always enough; inconclusive means no clear call, values can overlap the other calls
CCHF vOTU inh: CCHFV vOTU protease inhibitors, primary screen, biochemical, Pep-AMC substrate, fluorescence. inhibition, % at 11.5 µM. 370,000 tested, 0.55% active. Crimean-Congo hemorrhagic fever virus L polyprotein viral ovarian tumor (vOTU) protease …. AID 651958, 2012; further: 0% = vehicle wells with enzyme and 100% = no enzyme wells
BoNT F protease: BoNT/F light chain protease inhibitors, primary screen, biochemical, flow cytometry, MLPCN library; Botulinum neurotoxin type F light chain protease (Clostridium botulinum); 360,000 tested, 0.22% active; inhibition, % at 10 µM; Multiplex microsphere protease cleavage assay; in the data active means inhibition above about 35%, passing the limit was not always enough; inconclusive means no clear call, values can overlap the other calls; further: plate controls were buffer without enzyme for full effect and enzyme alone for no effect
MazEF act: activators of E. coli MazEF toxin-antitoxin RNase, primary screen, biochemical, fluorescence, uHTS. FAM/BHQ RNA-DNA oligo cleavage fluorescence, 5 h. Endoribonuclease toxin MazF (Escherichia coli (strain K12)), P0AE70. AID 504720, 2011. 350,000 tested, 0.32% active. activation, % at 20 µM; in the data active means activation above about 50%
Target sequence (P0AE70 whole entry, looked up): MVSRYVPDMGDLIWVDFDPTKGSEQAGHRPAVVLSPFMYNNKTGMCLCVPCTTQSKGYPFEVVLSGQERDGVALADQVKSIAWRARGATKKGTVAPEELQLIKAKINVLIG
Mtb FBA inh: Mtb FBA enzyme inhibitors, primary screen, biochemical, fluorescence, strain H37Rv | purified M. tuberculosis FBA, fluorescence read-out | inhibition, % at 1 µM | 360,000 tested, 2.3% active; in the data active means inhibition above about 27%;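 further: 0% = vehicle and 100% = reference inhibitor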
Target sequence (P9WQA3 whole entry, looked up): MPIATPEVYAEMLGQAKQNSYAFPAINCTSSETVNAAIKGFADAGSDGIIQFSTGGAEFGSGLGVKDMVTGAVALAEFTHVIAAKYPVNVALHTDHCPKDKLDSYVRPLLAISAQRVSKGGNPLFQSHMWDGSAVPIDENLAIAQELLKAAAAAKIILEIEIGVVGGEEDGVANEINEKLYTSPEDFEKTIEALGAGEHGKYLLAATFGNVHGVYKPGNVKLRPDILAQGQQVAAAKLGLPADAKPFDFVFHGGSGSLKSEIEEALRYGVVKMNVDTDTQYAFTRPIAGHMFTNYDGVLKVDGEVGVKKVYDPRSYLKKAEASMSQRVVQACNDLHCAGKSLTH
GDH-TPI inh: GDH-TPI coupling enzyme inhibitors, primary screen, artefact control for M. tuberculosis FBA inhibitor project, biochemical, absorbance, full deck. GDH-TPI coupled enzyme counterscreen, NADH absorbance. inhibition, % at 4.8 µM. 360,000 tested, 1.2% active. AID 588335, 2011;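 further: 0% = DMSO wells and 100% = wells lacking the enzyme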
An asterisk follows results filed as active; u = inconclusive; x = not tested or not shown. Unless noted, no stated cut-off is given here; in the data, active means inhibition above about 30%; inactive means the rest.

SMILES	Mtb UGM inh	Mtb BioA inh	DUSP3 inh	Rv3671c inh	FadD28 FP inh	CCHF vOTU inh	BoNT F protease	MazEF act	Mtb FBA inh	GDH-TPI inh
CCCNC(=O)C12CCC(C)(C(=O)O1)C2(C)C (configuration not stated)	0.5	2.1	-7.2	2.2	-2.9	-2.7	-11.3	3.1	2.6	-7.7
O=C1N[C@@H](Cc2ccccc2)C(=O)N1CCN1CCOCC1	0.1	-0.9	21.8	-19.0	0.6	-19.0	2.1	11.1	0.8	-0.7
Brc1ccccc1C1=Nn2c(nnc2-c2ccco2)SC1	1.6	4.0	23.3	1.5	-3.7	-0.7	u	2.7	-1.2	-13.8
CCOC(=O)Cn1c(=NC(=O)c2cccs2)sc2cc(C(=O)OC)ccc21	-2.5	x	5.7	-7.5	-5.0	-5.9	-0.3	-33.9	3.3	13.3
CCN(CC)c1ccc(/C=C2/SC(=O)N(C(C)C)C2=O)o1	x	x	1.7	x	-2.9	13.6	6.8	-991.0	-7.1	10.6
COc1ccccc1NC(=O)CN1CCN(c2ccc(F)cc2)CC1	x	0.6	x	x	-1.5	1.8	-0.2	5.3	1.0	-5.7
Clc1ccc(-c2ccc(CNCc3ccccn3)o2)cc1	-1.9	0.7	10.7	-3.0	-0.7	-3.2	-5.2	-8.0	4.1	11.1
COc1ccc(NC(=O)NC(C)(C(F)(F)F)C(F)(F)F)cc1	x	-0.2	23.1	-1.0	-0.9	0.8	-6.9	-0.7	-2.9	7.8
c1ccc(CN2CCN(C3=Nc4cccc5cccc3c45)CC2)cc1	x	-1.5	2.6	x	-1.4	7.1	12.4	-20.1	1.3	6.0
COc1ccc(-n2c(C)cc(/C=N/Nc3nc(N4CCOCC4)nc(N4CCOCC4)n3)c2C)cc1	1.5	x	-7.9	-8.8	0.1	3.0	-6.5	-1.8	2.1	15.3
c1ccc(N2CCN(c3nnnn3-c3ccccc3)CC2)cc1	-1.4	1.6	-24.2	4.5	-1.0	-0.9	-8.4	4.9	-0.3	13.0
CCOC(=O)N1CCC(NC(=O)C2CCC(Cn3c(=O)[nH]c4ccccc4c3=O)CC2)CC1 (configuration not stated)	2.7	-1.0	x	6.5	-4.7	-5.9	-6.7	-1.8	-4.1	-5.5
CCC1CCCCN1C(=S)Nc1ccc(OC(F)F)cc1 (configuration not stated)	1.5	x	21.2	3.5	-1.9	1.1	-3.4	1.2	-1.1	8.1
CCCC(=NCCc1c(C)[nH]c2ccccc12)C1=C(O)CC(c2ccccc2)CC1=O (configuration not stated)	-1.5	-0.8	-10.1	-2.2	0.2	-1.6	-3.4	6.9	1.5	14.8
COc1ccc(-n2nnc3c(=O)n(CC(=O)N4CCC(C)CC4)cnc32)cc1	1.3	-0.3	27.8	4.8	-5.9	-2.0	-9.5	7.4	0.8	7.3
O=C(O)CC/C(=N\NC(=O)CNC(=O)c1cccc(Cl)c1)c1ccccc1	2.5	x	19.0	5.2	-2.4	4.2	3.0	3.6	-1.6	5.7
COCCn1c(SCC(=O)N(C)c2c(N)n(Cc3ccccc3)c(=O)[nH]c2=O)nnc1-c1cccc(C)c1	-2.8	0.6	x	0.9	-2.9	-8.5	-10.2	2.8	-0.9	-1.1
O=C(NNC(=O)c1ccccc1Br)c1cnccn1	-0.5	-1.3	x	6.5	-0.5	-3.0	1.3	-1.7	-4.0	18.1
NC[C@H](O)c1ccc(O)c(O)c1	2.9	0.8	x	-3.2	0.3	0.7	-14.5	2.8	0.9	-1.4
CNS(=O)(=O)c1ccc(NS(=O)(=O)c2ccccc2F)cc1	0.2	x	0.5	1.8	-1.1	-14.3	-0.4	-6.0	1.3	14.3
COc1ccc(C(=O)N(C)Cc2nc3ccccc3c(=O)[nH]2)cc1S(=O)(=O)N1CCCC1	-1.5	1.4	x	-1.9	-2.2	2.8	-4.9	3.1	4.8	6.6
Cc1c(Br)c([N+](=O)[O-])nn1CC(=O)N(C)Cc1ccccc1	0.0	x	29.6	7.8	-0.6	9.9	-1.2	7.2	-2.2	-6.0
COC1OC2COC(c3ccccc3)OC2C(O)C1NC(=O)c1ccccc1 (configuration not stated)	x	x	x	x	-3.4	-1.3	3.8	16.5	-3.7	-3.2
CC1CCCC(NC(=O)c2cccc(S(=O)(=O)N3CCOCC3)c2)C1C (configuration not stated)	x	-2.2	x	x	-0.5	11.2	-2.1	-3.7	18.0	9.1
CC(C)(C)c1cnnn1-c1ccc(C=O)cc1	-4.5	x	-9.6	5.3	-1.0	2.8	-4.2	1.9	-1.2	5.0
COc1ccc(NC2(C#N)CCCCC2)cc1	-0.1	0.3	-2.7	1.0	-3.1	-1.4	-1.0	6.4	-2.6	0.6
Cc1ccccc1C(=O)O/N=C/c1c(N2CCOCC2)n(C)c2ccccc12	-4.9	-0.1	20.8	1.6	-3.1	0.2	-2.0	-7.4	1.2	-3.5
COc1cccc(CNS(=O)(=O)c2c(C(=O)N3CCCC3)c(C)n(C)c2C)c1	-1.0	0.6	5.5	-3.4	-0.2	1.4	6.6	0.6	0.8	5.9
Cc1cccc(/C=N/NC(=O)Cn2nccc2C)n1	1.0	1.7	26.2	-1.2	-1.0	-8.4	2.0	7.7	-0.2	6.3
COc1ccccc1Cc1c(-c2ccc(C#N)cc2)nc2c3ccccc3ccn12	x	-4.8	x	x	0.6	10.8	-5.0	x	22.9	x
Cc1ccc(-c2c[n+]3c(n2-c2ccccc2)SCC3)cc1	-0.1	x	7.7	-5.1	-2.1	-7.3	u	13.4	0.8	9.3
CC(C)(C)c1ccc(C(=O)N2CCN(C(=O)c3cccs3)CC2)cc1	0.8	0.3	x	-3.4	-2.7	2.9	0.7	5.2	-3.8	0.9
Cc1ccc(NC(=O)Cn2ccnc2)cc1C	-0.9	5.1	15.6	-0.2	0.0	5.8	14.7	10.1	-1.8	17.1
O=C(COC(=O)c1ccc(O)cc1O)NC12CC3CC(CC(C3)C1)C2	x	-0.4	x	-7.0	-3.3	9.2	-7.7	4.8	-2.1	4.2
Cc1csc(SCC(=O)Nc2ccccn2)n1	-1.0	0.3	7.1	1.3	-4.6	8.9	2.7	9.6	0.1	0.7
FC(F)(F)c1nnc2n1N=C(c1cccs1)CS2	-3.7	0.0	2.3	-0.7	-5.7	16.5	-0.8	-1.7	2.5	-1.0
CC1(C(=O)NCc2ccc(C(F)(F)F)cc2)CCN1Cc1ccc(-c2ccccc2)o1 (configuration not stated)	x	-0.7	x	x	-3.3	18.0	-7.5	x	0.9	7.1
CCC(C)C12CN3CCN(CC(C)(C3)C1=O)C2 (configuration not stated)	0.2	-1.7	29.1	1.4	-1.8	8.9	0.2	-2.4	-1.4	7.7
O=C(O)c1cccc(N2C(=O)C3CC=C(Cl)CC3C2=O)c1 (configuration not stated)	1.2	-0.2	8.7	0.5	-0.4	1.6	-8.3	-16.0	2.1	6.9
Cc1csc(NC(=O)CSc2nnc(-c3ccncc3)o2)n1	1.2	-1.6	17.2	7.5	-1.6	9.1	-11.0	4.7	-0.6	12.6
CC(C(=O)Nc1ccc(Cl)cc1Cl)N1C(=O)NC2(CCCCCCC2)C1=O (configuration not stated)	-0.7	0.3	x	-4.5	-4.1	17.5	-5.6	2.3	1.9	7.6
O=C(NC(=S)NCc1ccncc1)c1ccccc1	0.7	-0.7	7.6	9.0	-1.1	-12.0	2.3	-6.1	1.1	5.5
COc1cc(/C=C2\N=C(c3ccccc3)OC2=O)ccc1OCc1c(C)no[n+]1[O-]	-0.1	x	-17.0	-13.2	0.7	0.6	9.8	-17.0	2.8	8.6
CP(C)(=O)CCC(=O)O	-0.8	-1.3	1.2	-3.8	-3.7	4.6	-19.2	3.7	5.6	-2.2
CN(CC1CCCO1)S(=O)(=O)c1ccc(C(=O)Nc2nccs2)cc1 (configuration not stated)	-2.0	-1.8	-11.0	-5.7	1.5	3.4	-3.0	-0.2	-0.9	12.9
CCn1c(C)nc2cc(OC)ccc21	-0.5	0.9	-5.0	-0.2	-3.0	8.5	-2.5	2.6	-4.2	-1.2
O=C(CCNC(=O)c1ccco1)NCc1ccc(C(=O)O)cc1	-1.1	-0.6	x	2.4	0.4	-7.4	5.0	-0.8	-0.3	1.3
COc1cc(NC(N)=S)c(OC)cc1Cl	-3.8	x	20.1	15.8	-0.3	-7.9	u	10.8	0.4	-1.9
Cc1c(C(=O)NCCCN2CCCC2=O)oc2c(Cl)cccc12	0.0	x	x	7.2	-0.6	-1.2	-5.2	3.8	0.8	-2.1
Cc1ccccc1-c1nc(CS(=O)CC(=O)NCCc2ccc(Cl)cc2)c(C)o1 (configuration not stated)	0.9	-4.7	14.9	-6.2	0.3	16.1	8.3	-7.1	8.6	-3.5

(more compounds)
SMILES	Mtb UGM inh	Mtb BioA inh	DUSP3 inh	Rv3671c inh	FadD28 FP inh	CCHF vOTU inh	BoNT F protease	MazEF act	Mtb FBA inh	GDH-TPI inh
O=C(NCCN1C(=O)S/C(=C/c2ccccc2)C1=O)C1CCCN1C(=O)c1cccs1 (configuration not stated)	0.6	x	0.4	-5.5	-2.5	10.0	4.4	4.3	4.2	14.2
C(=N/n1c2ccccc2c2ccccc21)/c1ccco1	-1.5	-0.2	-11.0	3.5	-4.1	7.9	3.1	3.5	1.4	-3.4
OCCNc1nc(Nc2ccccc2OC(F)(F)F)nc(N2CCCC2)n1	-0.8	0.8	x	10.2	-5.3	4.8	2.6	5.1	-2.2	-9.7
O=C(CSc1ccccn1)Nc1cccc([N+](=O)[O-])c1	-2.8	x	44.0	3.1	-1.3	-2.7	-1.3	5.5	1.2	10.2
CC(=O)c1c(C)[nH]c(C(=O)Nc2cccc(C#N)c2)c1C	0.4	x	40.4	-9.0	-6.2	17.4	-18.7	-10.4	1.3	0.7
CC1(C(=O)NCc2cccc3ccccc23)CCN1Cc1ccc(-c2ccccc2)o1 (configuration not stated)	x	-1.0	x	x	-2.0	17.9	-9.6	x	2.7	12.4
CCCC(=O)Nc1cc(C)c(NC(=O)c2cccs2)cn1	2.2	x	13.2	-5.8	-3.0	4.0	2.3	3.4	2.8	0.0
CN(C)CCCNC(=O)C[C@H]1C[C@H](C(=O)N2CCOCC2)[C@@]2(CCC3CCCC3)c3[nH]c4cc(-c5ccco5)ccc4c3CCN2C1=O	x	-0.5	x	x	-3.8	-11.8	-7.1	25.5	20.8	9.4
Cn1nc(C(F)(F)F)c(/C=N/OC(=O)c2ccccc2)c1SCc1ccc(Cl)cc1	-2.5	0.7	35.7	10.9	-2.6	-1.1	-0.7	-6.9	-1.1	-19.1
Cc1nn(Cc2c(Cl)cccc2Cl)c(C)c1NC(=O)CCCn1nc([N+](=O)[O-])c(Cl)c1C	0.3	-1.1	12.7	-3.4	-1.1	-9.9	-6.5	-7.8	0.0	19.8
O=Nc1onc(-c2ccc([N+](=O)[O-])cc2)c1NO	-1.3	x	19.0	21.2	-16.2	12.3	3.3	12.3	-1.0	5.4
